Compound activity as filed in PubChem.
RAD52 inh = RAD52 DNA annealing inhibitors, primary screen, biochemical, FRET, single point, set 2. recombinant RAD52 DNA annealing, FRET fluorescence. inhibition, % at 18.7 µM. 360,000 compounds, 0.46% hits. AID 651710, 2012;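 active = every replicate showing at least 50% inhibition; inconclusive = mean inhibition at least 50% but not in every replicate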
E-sel inducer = E-selectin induction in HUVECs, primary screen, imaging, HUVEC, immunofluorescence imaging, single point; AID 686992, 2013; 260,000 compounds, 0.37% hits; normalized: neutral wells 0, TNF-alpha wells 100; activation, % at 7.58 µM; P16581;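 active = mean E-selectin-positive cell signal at least 10% of the positive control, reached in at least 60% of replicates, without over 20% cell loss; inconclusive = no rule given, readout overlaps actives, possibly toxicity-flagged; inactive = the rest, including those meeting only one limit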;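 also: in these data hits start at about 27%; measured in HUVEC primary endothelial cells; signal is the percent of cells scored E-selectin positive by PE staining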
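Read-out basis: % PE-positive cells; Test system: HUVEC primary endothelial cells; Technique: immunofluorescence imaging; Dosing: single-point compound dose.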
DENV2 CPE rescue = inhibitors of DENV2 cytopathic effect, primary screen, cell-based, plate reader, single concentration. CPE inhibition, % at 9.99 µM. 350,000 compounds, 1.7% hits. AID 651640, 2012. DENV2-infected cells, cytopathic effect rescue; in the data active = CPE inhibition above about 20%, passing the limit was not always enough; inconclusive = no clear call, values can overlap the other calls; tested in BHK-21 cells;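 also: 0% = median of neutral control wells and 100% = median of positive control wells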
Casp6 inh = human caspase-6 inhibitors, primary screen, biochemical, VEID-R110 fluorescence, single point, set 2; P55212; 350,000 compounds, 0.53% hits; purified caspase-6, Z-VEID-R110 cleavage fluorescence; inhibition, % at 12.5 µM;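 active = mean inhibition across replicates at least about 35%, with every replicate also reaching that limit, limit read from the data; inconclusive = only one of the two criteria met; inactive = neither criterion met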;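 also: 0% = median of neutral control wells and 100% = no fluorescence left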
Target sequence (P55212 24-179 limits assumed): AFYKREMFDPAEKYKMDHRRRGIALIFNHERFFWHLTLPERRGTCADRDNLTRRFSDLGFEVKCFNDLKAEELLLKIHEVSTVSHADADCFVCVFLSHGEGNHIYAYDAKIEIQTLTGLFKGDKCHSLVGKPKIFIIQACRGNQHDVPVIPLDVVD
Target sequence (P55212 194-293 limits assumed): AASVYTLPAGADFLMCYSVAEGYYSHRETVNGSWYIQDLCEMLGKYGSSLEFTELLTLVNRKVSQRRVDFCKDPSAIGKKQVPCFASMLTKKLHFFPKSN
Xi reactivation = activators of inactive X chromosome reactivation, primary screen, imaging, XiGFP fibroblasts, GFP high-content imaging, set 2. 360,000 compounds, 0.055% hits. XiGFP mouse fibroblasts, % GFP-positive cells imaging, 3 d; cells co-treated with 5-aza-dC sensitizer; scaled so ellipticine positive control = 100%. activation, % at 7.58 µM;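 active = mean normalized replicate activation at least 10% and every replicate at or above 10%; inconclusive = only one of the two criteria met; inactive = mean below 10% and not all replicates reach 10%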;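 also: 0% = median of on-plate neutral control wells and 100% = ellipticine 6 µM median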
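material = 68-5-11 XiGFP fibroblast line | medium = DMEM plus 5-aza-dC sensitizer | schedule = 3 days compound exposure | benchmarks = positive control ellipticine, 6 µM final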
GSIS activator = GLuc luminescence reporter in INS-1E cells, primary screen for activators of glucose-dependent secretion of insulin. INS-1E GLuc reporter insulin secretion, 2-3 h. activation, % at 16.6 µM. 370,000 compounds, 0.61% hits. AID 743287, 2014;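 active = lowest replicate activation of at least 40%, so every replicate reaches that level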;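 also: 0% = median of neutral control wells and 100% = median of IBMX positive control wells; some compounds called inactive have numbers as strong as hits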
F508del corr = F508del CFTR correction, initial screen, CFBE line, single point. CFBE cells, YFP halide quenching; stimulated with forskolin plus potentiator P3; % fluorescence drop versus neutral controls. activity (quench increase), % at 7.58 µM. 350,000 compounds, 0.36% hits. AID 720511, 2013;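 active = mean added fluorescence quench of at least 8% versus neutral control, with both replicates also reaching 8%; inconclusive = only one of the mean or replicate conditions met; inactive = mean below 8% and not both replicates reaching 8%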;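 also: cells transiently co-express mutant CFTR-F508del with the halide-sensitive YFP; corrector assay measuring rescue of mutant channel to the surface after 24 h compound exposure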
RAD54 inh = inhibitors of human RAD54 branch migration, primary screen, biochemical, fluorescence, single point; RAD54 Holliday junction branch migration, FAM/BHQ fluorescence; 360,000 compounds, 0.14% hits; DNA repair and recombination protein RAD54-like (Homo sapiens), Q92698; AID 602329, 2012; inhibition, % at 10.4 µM;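 active = mean normalized replicate activity at least 40 and at least half of replicates scoring 40 or more; inconclusive = only one of the two criteria met; inactive = mean below 40 and under half of replicates reaching 40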;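 also: 0% = median of neutral control wells and 100% = median of positive control wells; inhibitors cause a drop in the FAM fluorescence signal; in these data hits start at about 50%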
Target sequence (Q92698 whole entry, looked up): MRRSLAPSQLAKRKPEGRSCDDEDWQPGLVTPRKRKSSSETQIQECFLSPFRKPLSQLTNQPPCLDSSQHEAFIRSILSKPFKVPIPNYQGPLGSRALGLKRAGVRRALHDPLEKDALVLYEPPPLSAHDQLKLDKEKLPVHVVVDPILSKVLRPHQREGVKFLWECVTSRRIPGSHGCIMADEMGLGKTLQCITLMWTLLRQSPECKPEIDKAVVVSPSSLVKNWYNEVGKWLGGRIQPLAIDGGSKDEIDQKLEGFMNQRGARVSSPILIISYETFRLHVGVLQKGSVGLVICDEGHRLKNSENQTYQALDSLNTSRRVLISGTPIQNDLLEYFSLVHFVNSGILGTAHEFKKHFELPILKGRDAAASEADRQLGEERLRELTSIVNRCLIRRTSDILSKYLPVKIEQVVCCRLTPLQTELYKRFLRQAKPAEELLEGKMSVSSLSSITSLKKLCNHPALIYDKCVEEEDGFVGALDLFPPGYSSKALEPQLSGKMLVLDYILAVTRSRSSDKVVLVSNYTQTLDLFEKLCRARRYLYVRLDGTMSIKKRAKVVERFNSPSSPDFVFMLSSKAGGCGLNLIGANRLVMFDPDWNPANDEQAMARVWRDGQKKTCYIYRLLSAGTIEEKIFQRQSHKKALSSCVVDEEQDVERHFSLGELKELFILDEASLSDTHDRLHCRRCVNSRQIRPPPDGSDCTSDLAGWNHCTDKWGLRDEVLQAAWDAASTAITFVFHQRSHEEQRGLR
* = called active by the depositor; u = inconclusive; x = no result given; & = joins results of further samples.

SMILES	RAD52 inh	E-sel inducer	DENV2 CPE rescue	Casp6 inh	Xi reactivation	GSIS activator	F508del corr	RAD54 inh
C[C@H]1CN([C@@H](C)CO)C(=O)c2cc(NC(=O)CCN3CCOCC3)ccc2O[C@@H]1CN(C)S(=O)(=O)c1cn(C)cn1	1	-0.1	10	0	0.1	0	-2.0	4
Clc1ccc(CNc2ccccc2NCc2ccc(Cl)nc2)cn1	-93	-3.5	6	5	-0.1	3	0.0	x
CC(C)(C)C(=O)Nc1ccc(S(=O)(=O)N2CCC(c3nc4ccccc4[nH]3)CC2)cc1	-14	x	-7	0	0.0	-2	-2.7	-3
COCCCNC(=S)NNC(=S)Nc1ccccc1	-5	0.4	5	-8	0.8	0	-35	2
CCS(=O)(=O)N1Cc2ccccc2CC1C(=O)Nc1ccc(F)c(F)c1F (centres undefined)	-14	x	1	1	0.0	15	-1.3	-8
Cc1cc(=O)n2[nH]c(SCc3c(F)cccc3Cl)nc2n1	-4	x	1	2	0.0	x	2.7	2
CCCOc1ccc(C(CC(=O)O)NC(=O)Cc2ccccc2)cc1 (centres undefined)	-12	0.2	15	-1	-0.1	15	1.3	3
COc1ccc(C(=O)NCc2nnc(SCC(=O)Nc3ccccc3OC)o2)cc1	-16	x	7	-4	0.3	4	1.1	1
CCn1c(CCNC(=O)c2ccco2)nc2ccccc21	-9	0.1	0	-3	0.0	30	-0.8	4
COC(=O)C1=C(C)NC(C)=C(C(=O)OC)C(N2C(=O)CCC2=O)C1 (centres undefined)	-2	-0.3	-15	0	0.4	-1	-3.5	x
C=CC[C@]12C[C@@]3(O[C@H](c4ccccn4)N=C3C[C@H](c3ccc(OC)cc3)[C@H]1C)N(C1CCN(Cc3ccccc3)CC1)C2=O	-8	-0.2	-8	0	0.2	x	0.7	x
COc1ccc(OCCN2CCC(C(=O)NC(c3ccsc3)c3ccccc3C)CC2)cc1 (centres undefined)	-7	1.2	10	5	0.6	x	2.6	1
Cc1cc(C)c2c(n1)SCC(=O)N2CC(=O)NCCC1=CCCCC1	-2	x	-15	2	-0.1	2	-0.5	-13
CCN(CC)CCNC(=O)C(=O)NCC1OCCN1S(=O)(=O)c1ccc(Cl)cc1 (centres undefined)	-7	0.1	1	-110	0.4	x	2.2	-8
COC(=O)CNC(=O)c1cn(-c2ccc(C)c(C)c2)c(=O)c2ccccc12	3	x	-1	-5	0.0	3	-5.5	5
C[C@@H]1CN([C@@H](C)CO)C(=O)c2cc(NC(=O)CCN3CCOCC3)ccc2O[C@H]1CN(C)Cc1ccc(C(=O)Nc2ccccc2N)cc1	-3	-0.8	12	-11	-0.5	14	-2.8	3
Cc1cccc(N2CC(C(=O)Nc3nnc(SCC(=O)Nc4cc(C)on4)s3)CC2=O)c1 (centres undefined)	-24	x	4	-1	-0.1	0	3.0	x
Cc1cc(=O)oc2cc(OCC(=O)NCCCN3CCOCC3)c(Cl)cc12	-8	1.6	1	0	0.0	10	0.6	18
C[C@H](CO)N1C[C@H](C)[C@H](CN(C)C(=O)Cc2cccnc2)Oc2cc(C#Cc3ccccc3F)ccc2S1(=O)=O	23	1.1	4	-1	0.0	-9	-0.3	-13
C[C@@H]1CN([C@H](C)CO)C(=O)c2cc(NC(=O)Nc3ccc4c(c3)OCO4)ccc2O[C@@H](C)CCCCO[C@H]1CN(C)S(=O)(=O)c1cccs1	-8	0.1	-4	-3	0.0	-5	1.4	5
C[C@H](CO)N1C[C@H](C)[C@H](CN(C)C(=O)Nc2ccc(C(F)(F)F)cc2)OCCCC[C@H](C)Oc2ccc(NC(=O)Nc3ccc4c(c3)OCO4)cc2C1=O	2	0.7	-2	-4	0.1	-27	4.0	-5
C/C(CC(=O)Nc1ccc2c(c1)OCO2)=N\NC(=O)c1ccc(N)cc1	-15	-0.2	-13	3	0.0	x	-5.3	-3
COc1ccc(NC(=O)c2cc(-c3cc(Cl)ccc3C)n[nH]2)cc1OC	-1	1.3	-4	-1	0.0	x	1.8	-5
CC(=O)N(/N=C/c1ccc([N+](=O)[O-])o1)c1nc2ccccc2c(=O)n1-c1ccccc1	-37	-0.3	2	9	0.2	-13	2.8	x
O=C(NCCCN1CCOCC1)c1cc(-c2ccc(Cl)cc2)on1	-9	x	-2	-6	x	32	-2.6	0
Other results:
SMILES	RAD52 inh	E-sel inducer	DENV2 CPE rescue	Casp6 inh	Xi reactivation	GSIS activator	F508del corr	RAD54 inh
COc1ccc(NC(=O)C[C@H]2C(=O)N(c3ccc(Br)cc3)C[C@@H]2C)cc1	-8	-0.3	14	4	0.0	-1	-0.1	-4
O=C(COc1ccc(S(=O)(=O)N2CCOCC2)cc1)N1CCc2ccccc2C1	-18	4.6	0	4	0.0	-2	-1.4	-4
COC(=O)[C@]12C[C@H](CC(=O)N3CCN(C(=O)C4CC4)CC3)C(=O)N(Cc3ccc4c(c3)OCO4)C1=C[C@H](COCc1ccccc1)O[C@@H]2C	-6	-0.1	-9	0	0.1	-29	-1.6	x
C[C@@H]1CN([C@@H](C)CO)C(=O)CCCn2nncc2CO[C@@H]1CN(C)Cc1ccccc1	4	-0.1	-6	2	-0.1	9	2.0	10
Cn1ccc2c(-c3cccc4ccccc34)cc3c(c21)C1CCC3O1 (centres undefined)	-10	1.1	-4	-1	0.0	-2	7.3	4
C[C@@H]1CN([C@@H](C)CO)C(=O)CCCn2nncc2CO[C@@H]1CN(C)C(=O)Nc1ccccc1F	-13&2	x	13&1	0&0	0.0&-0.4	-2	2.7&-0.1	-17&-4
COc1ccc2c3c([nH]c2c1)[C@H](CO)N(C(=O)Nc1ccc(F)cc1)CC31CCN(Cc2cc(F)ccc2F)CC1	14	0.6	8	3	0.3	0	2.1	x
COC(=O)Cn1c(CN(C)Cc2ccccc2)nc2c1c(=O)n(C)c(=O)n2C	-16	x	-6	3	-0.1	-7	-16	-6
CCCCC1=CC2=CC(=O)C(C)(OC(=O)CC)C(=O)C2=CO1 (centres undefined)	-26	-0.1	u	9	0.0	-1	0.8	1
O=C(C[C@@H]1CC[C@@H](NC(=O)C2CC2)[C@@H](CO)O1)NCC1CC1	17	-0.5	0	1	0.1	10	0.6	-13
C[C@@H]1CN([C@H](C)CO)C(=O)Cc2cc(NS(=O)(=O)c3ccccc3)ccc2O[C@H]1CN(C)C(=O)Nc1ccc(F)cc1	10	0.0	12	2	0.1	5	1.8	-6
Cc1cccc(C)c1NC(=O)Nc1nnc([C@H]2C[C@H](O)[C@@H](CO)O2)s1	-12	-0.3	-4	1	0.0	-2	-0.3	-13
CCOC(=O)c1c(NC(=O)COC(=O)Cc2n[nH]c(=O)c3ccccc23)sc(C(=O)N(C)C)c1C	-5	x	6	1	0.1	11	0.7	x
COc1ccccc1-c1ccc2n(c1=O)C[C@@H]1[C@@H](CO)[C@H](C(=O)NC3CCC3)N(C(C)=O)[C@H]21	-8	0.2	-3	2	0.2	1	1.1	-21
COc1ccc(NC(=O)NNC(=O)CCC(=O)Nc2ccccc2Cl)cc1	-5	1.7	2	0	0.0	4	1.6	x
C[C@]12c3[nH]c4cc(-c5ccco5)ccc4c3CCN1C(=O)[C@@H](CC(=O)NCCC1=CCCCC1)C[C@@H]2C(=O)N1CCCCC1	-13	x	17	0	0.0	-19	-0.9	2
O=C(C[C@@H]1C=C[C@@H](NC(=O)c2ccc3c(c2)OCO3)[C@H](CO)O1)NCc1ccc(F)cc1	-7	-0.1	-2	-2	0.7	6	-2.7	0
CC(=O)Nc1ccc(-c2csc(Nc3ccc(S(N)(=O)=O)cc3)n2)cc1	-19	0.1	-1	1	0.2	-11	2.3	6
Cc1cccc(CSC2=NCCN2S(=O)(=O)c2ccc(F)cc2)c1	1	1.6	11	1	0.0	-16	2.8	-4
NS(=O)(=O)c1ccc(CNc2nc(-c3cccnc3)nc3ccccc23)cc1	-28	x	u	1	0.0	11	0.8	7
CCOC(=O)c1ccc2[nH]c3c(c2c1)CCCC3	1	0.7	2	0	0.2	12	-2.2	-11
OC[C@@H]1CN(C2CCCC2)C[C@H](n2cnc3c(NC4CC4)ncnc32)O1	-9	-0.3	-6	-1	0.0	6	-0.1	10
O=C(c1cccc(Oc2c(Cl)cccc2[N+](=O)[O-])c1)N1CCCCC1	-24	x	-1	-2	0.0	3	3.7	x
COc1ccc(/C=C(/NC(=O)c2ccc(C)cc2)C(=O)N2CCCC2)cc1OC	-2	0.2	1	1	0.0	28	-1.1	0
NC(=O)c1nc(C(=O)N2CCCCC2)c2ccccc2n1	-28	0.0	2	6	0.0	2	1.1	-7
(listing goes on)
SMILES	RAD52 inh	E-sel inducer	DENV2 CPE rescue	Casp6 inh	Xi reactivation	GSIS activator	F508del corr	RAD54 inh
CC(C)c1ccc(NC(=O)CCCC(=O)NCCc2ccccc2)cc1	-4	x	18	-2	-0.1	5	-0.8	4
O=S(=O)(Cc1nnnn1-c1ccccc1)c1ccccc1	-6	0.2	-4	2	0.0	-17	-0.5	-8
CN(Cc1ccccc1)C(=O)c1ccc(NC(=O)Cc2cccc(NC(=O)C3CCCN(C(=O)C4CCCC4)C3)c2)cc1 (centres undefined)	-60	x	u	-2	0.1	1	-2.7	7
Cc1onc(-c2ccccc2)c1-c1ccc(S(N)(=O)=O)cc1	-11	0.4	-2	0	0.0	-12	4.8	2
CCN(CC)CCCn1c2c(c(SCC(=O)Nc3cccc4ccccc34)nc1=O)CCC2	-3	-0.3	1	-6	0.1	0	-4.6	0
C[C@H](CO)N1C[C@H](C)[C@@H](CN(C)Cc2ccncc2)OCc2cn(nn2)CCCC1=O	3	0.1	2	2	0.3	24	-2.4	15
O=C(O)CCn1c(CO)nc2ccccc21	-12	x	2	1	u	30	-3.3	x
C[C@@H]1CN([C@H](C)CO)C(=O)c2cccc(NC(=O)Nc3ccccc3)c2O[C@@H]1CN(C)Cc1ccc2c(c1)OCO2	20	-3.0	u	1	-1.3	4	-0.7	x
COc1ccc(C(=O)NC(=S)N2CCN(C)CC2)cc1Br	-2	-0.3	2	1	-0.1	x	-2.1	x
O=C1C=C(CCc2ccccc2)CCC1	-7	-0.2	4	2	0.3	-2	-0.3	10
COc1ccc(OCCN2C(=O)c3cccc(N)c3C2=O)cc1	-13	x	-1	4	0.1	23	-1.3	-6
Cc1ccc(S(=O)(=O)N(C)C[C@H]2Oc3c(NC(=O)NC(C)C)cccc3C(=O)N([C@H](C)CO)C[C@H]2C)cc1	10	0.3	2	0	-0.9	-2	2.1	-10

Two entries from above, set out differently:
Each structure is followed by: RAD52 inh	E-sel inducer	DENV2 CPE rescue	Casp6 inh	Xi reactivation	GSIS activator	F508del corr	RAD54 inh
CN(Cc1ccccc1)C(=O)c1ccc(NC(=O)Cc2cccc(NC(=O)C3CCCN(C(=O)C4CCCC4)C3)c2)cc1 (centres undefined)
 : -60	x	u	-2	0.1	1	-2.7	7
Cc1onc(-c2ccccc2)c1-c1ccc(S(N)(=O)=O)cc1
 : -11	0.4	-2	0	0.0	-12	4.8	2
